# STAT1 act: increases IFN-gamma driven STAT1 reporter signal; NIH 3T3 STAT1-luciferase reporter, luminescence; 100% = IFN-gamma alone, no compound; activation (% of control), % at 5.5 µM; 2.6% of 200,000 active; AID 932;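 active = activation above the screen-wide mean activation plus 3 SD, cut at about 130% in these data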;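 also: raw ratio to IFN-gamma control signal so 100% means no change and 0% no light; values of inactives mirror those of a sister screen read the other way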
# NF-kB neuron act: NF-kB expression increase, human neuronal cells; AID 1239; 1.6% of 190,000 active; fold change at 12.5 µM; NF-kB reporter expression; hits give high values; in the data active = fold change above about 3.3
# Hsp70 activator: transcriptional activators of Hsp70; activation, % at 10 µM; HeLa Hsp70 promoter luciferase reporter, luminescence; scaled: vehicle 0, proteasome-inhibitor control 100%; 0.04% of 200,000 active;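 active = activation above the mean across all tested compounds plus 3 SD, cutoff set per campaign, cut at about 5.5% in these data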;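 also: 100% = MG132 at 30 µM as the positive control and 0% = DMSO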
# STAT1 inh: STAT1 signaling inhibition | NIH 3T3 STAT1-luciferase reporter, IFN-gamma, luminescence | inhibition, % at 5.5 µM | 0.35% of 200,000 active | AID 920;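 active = inhibition above a set limit, the mean inhibition across all tested compounds plus 3 SD, cut at about 34% in these data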;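 also: 0% = IFN-gamma with DMSO and 100% = IFN-gamma with 300 µM nifuroxazide; values of inactives mirror those of a sister screen read the other way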
# APP 5'UTR act: APP 5'UTR luciferase reporter activation; activation, % at 2 µM; 1% of 190,000 active; SH-SY5Y APP 5'UTR luciferase reporter, luminescence; zero percent = DMSO vehicle wells; AID 1276;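 active = activation above a set limit, based on mean plus 3 SD of controls, cut at about 140% in these data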; also: values of inactives mirror those of a sister screen read the other way
# STAT3 activator: activators of IL-6 induced STAT3 signaling | U3A cells, IL-6 STAT3-luciferase reporter, luminescence; 100% = signal with IL-6 EC80 alone | 0.91% of 190,000 active | activation (% of control), % at 5.6 µM | AID 871;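 active = activation above the screen-wide mean of compound activation plus 3 SD, cut at about 130% in these data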;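 also: 0% = background luminescence of wells with medium and substrate only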
#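 Material: STAT3-luciferase reporter U3A cells; Probe or stimulus: IL-6 (33 ng/mL); Incubation: compound pre-incubation 1 h before IL-6, then 6 h stimulation at 37 °C; Technique: luminescence from STAT3-driven luciferase reporter; Evaluation: % activation versus median of IL-6-stimulated wells; Controls: IL-6-only high control.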
# TLR4-MyD88 BLA: blocks binding of human TLR4 to MyD88. O00206+Q99836. HeLa CL3-4 TLR4/MyD88 BLA complementation, FRET ratio. inhibition, % at 8.4 µM. 0.18% of 200,000 active; in the data active = inhibition above about 25%;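 also: 0% = vehicle and 100% = reference inhibitor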
# Target sequence (O00206 whole entry, looked up): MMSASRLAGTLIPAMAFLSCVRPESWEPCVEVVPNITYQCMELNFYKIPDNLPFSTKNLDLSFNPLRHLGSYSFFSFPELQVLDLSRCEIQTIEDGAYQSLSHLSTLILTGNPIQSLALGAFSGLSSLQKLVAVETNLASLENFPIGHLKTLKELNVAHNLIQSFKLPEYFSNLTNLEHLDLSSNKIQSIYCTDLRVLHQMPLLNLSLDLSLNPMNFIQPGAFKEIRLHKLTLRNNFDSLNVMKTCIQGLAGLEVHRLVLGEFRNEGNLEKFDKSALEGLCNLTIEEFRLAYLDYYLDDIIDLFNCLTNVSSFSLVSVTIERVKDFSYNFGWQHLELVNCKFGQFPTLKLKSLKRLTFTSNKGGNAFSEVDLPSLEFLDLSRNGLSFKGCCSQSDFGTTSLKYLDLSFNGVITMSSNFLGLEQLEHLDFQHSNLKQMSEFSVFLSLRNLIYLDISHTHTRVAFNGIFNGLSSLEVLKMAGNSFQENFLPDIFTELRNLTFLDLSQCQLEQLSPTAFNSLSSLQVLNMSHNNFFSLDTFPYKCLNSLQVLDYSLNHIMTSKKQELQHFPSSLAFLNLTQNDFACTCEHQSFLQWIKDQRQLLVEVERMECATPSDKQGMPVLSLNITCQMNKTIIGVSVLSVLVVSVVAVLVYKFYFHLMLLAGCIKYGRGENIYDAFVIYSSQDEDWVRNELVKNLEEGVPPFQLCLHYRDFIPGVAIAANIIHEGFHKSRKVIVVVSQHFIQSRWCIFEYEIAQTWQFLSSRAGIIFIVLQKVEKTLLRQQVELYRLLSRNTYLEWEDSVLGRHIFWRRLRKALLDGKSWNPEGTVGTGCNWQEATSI
# Target sequence (Q99836 whole entry, looked up): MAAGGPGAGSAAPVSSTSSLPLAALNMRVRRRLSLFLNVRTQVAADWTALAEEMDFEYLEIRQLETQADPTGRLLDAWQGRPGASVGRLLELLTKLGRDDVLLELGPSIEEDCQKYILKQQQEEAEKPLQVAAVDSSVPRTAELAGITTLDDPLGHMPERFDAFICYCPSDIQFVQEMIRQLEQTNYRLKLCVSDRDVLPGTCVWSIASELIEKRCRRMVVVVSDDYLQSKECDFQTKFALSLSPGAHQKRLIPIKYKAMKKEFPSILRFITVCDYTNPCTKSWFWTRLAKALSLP
# STAT3 blocker: inhibitors of IL-6 induced STAT3 signaling; U3A cells, IL-6 STAT3-luciferase reporter, luminescence; host cell line lacks STAT1; inhibition, % at 5.5 µM; 0.89% of 190,000 active; AID 862;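 active = inhibition above the mean inhibition across all screened compounds plus 3 SD, cut at about 44% in these data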;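 also: 0% = DMSO only wells and 100% = 100 µM nifuroxazide control wells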
# Efa HMGR inh: E. faecalis class II HMG-CoA reductase inhibition; 0.41% of 190,000 active; AID 1066; purified E. faecalis HMGR, NADPH absorbance 340 nm kinetic; inhibition, % at 10 µM;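 active = inhibition above a set limit, the median over all tested compounds plus 3 SD, cut at about 9.5% in these data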;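 also: enzyme runs in reverse so mevalonate oxidation gives rising NADPH absorbance; 0% = complete reaction with DMSO and 100% = background rate lacking mevalonate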
# Redox H2O2 prof: compounds producing H2O2 with reducing agent – biochemical, NIH compound library profiling, artefact control for MLSCN library redox annotation, primary screen; DTT-dependent redox cycling H2O2, phenol red/HRP absorbance; 100% = 100 µM peroxide control, 0% = buffer; activation, % at 10 µM; 0.03% of 200,000 active;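 active = activation of at least 50% relative to the plate's high and low controls in the primary single-dose screen; inactive = activation below 50%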;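 also: compound incubated with DTT at 0.8 mM final as the reducing agent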
# * marks the source's active call; other numbers are inactive results; · = not tested or not shown. Random draw from the library; any-hit rate near 5.6%.
1: Cn1ncc(Cl)c(Oc2ccc(Cl)cc2)c1=O
2: CC1CCN(C(=O)Cn2c(=O)n(CCc3ccccc3)c(=O)c3ccccc32)CC1
3: Cc1nn(-c2ccc([N+](=O)[O-])cc2)c2c1C(c1cccc(Br)c1)N1C(=N2)C(=O)Nc2ccccc21 (configuration not stated)
4: CCC1Oc2ccc(C)cc2N(CC(=O)N(Cc2ccc3c(c2)OCO3)CC2CCCO2)C1=O (configuration not stated)
5: O=S(=O)(Cc1ccccc1)NCC1CCCN(Cc2ccc3nonc3c2)C1 (configuration not stated)
6: COC(CNC(=O)c1ccc(N2CCc3ccccc32)c([N+](=O)[O-])c1)OC
7: Cn1c(=O)cc(NCCc2ccccc2)[nH]c1=O
8: FC(F)(F)c1cccc(CNc2ncccc2-c2nc3cc(Cl)ccc3o2)c1
9: Cc1c(NC(=O)C(C)OC(=O)c2cccs2)c(=O)n(-c2ccccc2)n1C (configuration not stated)
10: COCCN(C(=O)Nc1ccccc1)C(C)c1cccnc1 (configuration not stated)
Screen / compound no.	1	2	3	4	5	6	7	8	9	10
STAT1 act	103	88	103	99	100	90	100	101	100	107
NF-kB neuron act	1.1	0.4	0.44	0.64	1.1	0.81	1	1.3	1.4	1.5
Hsp70 activator	-0.3	-0.1	0.0	0.0	0.1	-0.2	-0.3	0.5	-0.1	-0.1
STAT1 inh	-1	13	-3	1	-2	11	0	-1	-1	-8
APP 5'UTR act	10	17	-15	17	-7	3	7	-7	26	-3
STAT3 activator	105	140*	103	102	108	94	105	104	104	100
TLR4-MyD88 BLA	9	0	0	-2	15	11	12	-7	-14	-6
STAT3 blocker	-9	-47	1	0	-2	5	1	-4	0	8
Efa HMGR inh	-1	4	3	2	-3	-3	-2	2	-4	2
Redox H2O2 prof	-0.6	-0.4	0.5	-0.8	-0.1	0.5	2.0	0.3	-0.6	-3.0

11: N#CC(C#N)=C/C(C#N)=C(/N)N1CCN(c2ccc(Cl)cc2)CC1
12: Cc1cccc(OCCCCc2c(C)n[nH]c2C)c1C
13: Cc1ccc2cccc(NC(=S)NC(=O)c3ccnn3C)c2n1
14: COc1ccc(-n2nc3c(c2NC(=O)C24CC5CC(CC(C5)C2)C4)CS(=O)C3)cc1 (configuration not stated)
15: COc1ccc(N/C=C\C(=O)c2ccc3c(c2)OCO3)cc1OC
16: Cc1cc(CNC(=O)C(C)n2nc(C)c([N+](=O)[O-])c2C)c2ccccc2n1 (configuration not stated)
17: COc1cccc(CNC(=O)C2CCN(S(=O)(=O)c3ccc(F)cc3)CC2)c1
18: COC(=O)c1ccc(Cn2cnc3c(cnn3-c3ccc(C)c(C)c3)c2=O)o1
19: O=C(N[C@@H](c1ccccc1)[C@@H]1C[C@H]1C(=O)O)OCc1ccccc1
20: Cc1ccc(CN2C(=O)CCC2C(=O)NCCCN2CCCCC2C)cc1 (configuration not stated)
Screen / compound no.	11	12	13	14	15	16	17	18	19	20
STAT1 act	100	100	88	100	156*	103	96	103	90	99
NF-kB neuron act	1.1	0.75	0.54	0.99	3.1	0.8	0.94	1.1	1.1	0.92
Hsp70 activator	-0.4	2.4	-0.2	-0.1	0.2	-0.2	0.1	0.1	0.3	-0.3
STAT1 inh	0	0	13	0	-63	-4	4	-3	11	1
APP 5'UTR act	16	-6	2	3	6	-21	3	-7	4	5
STAT3 activator	89	89	116	97	105	106	112	102	100	101
TLR4-MyD88 BLA	-3	7	1	4	1	4	5	-10	-2	-3
STAT3 blocker	21	17	-16	12	-5	-5	-10	0	-3	6
Efa HMGR inh	5	4	-6	-5	2	6	-12	-6	1	-2
Redox H2O2 prof	-3.4	0.1	0.7	0.0	·	-0.1	2.9	-0.8	-0.6	0.1

21: O=C1CC(NC23CC4CC(CC(C4)C2)C3)C(=O)N1c1ccc2c(c1)OCO2 (configuration not stated)
22: N/C(=N\OC(=O)CCCN1C(=O)c2ccccc2C1=O)c1ccc(Br)cc1
23: C=CCn1c(SCC(=O)N2CCOCC2)nc(O)cc1=O
24: Cc1nc(C)c(C(=O)Nc2cccc(C)c2C)o1
25: COc1ccc(NC(=O)CC(Cc2ccccc2)C(=O)O)cc1 (configuration not stated)
26: COc1cc(CCCN2C(=S)NC[C@H]2Cc2ccc(O)cc2)cc(OC)c1OC
27: Cc1ccc(-c2c3c(nc4sc(C(N)=O)c(N)c24)CCC3)cc1
28: COc1ccc(S(=O)(=O)N2CCOCC2)cc1C(C)C
29: Cc1ccc2nc3c(cc(C#N)c(=O)n3CC3CCCO3)c(=O)n2c1 (configuration not stated)
30: Cc1cccc(N2CCN(C(=O)CCN3C(=O)C4C5C=CC(C5)C4C3=O)CC2C)c1 (configuration not stated)
Screen / compound no.	21	22	23	24	25	26	27	28	29	30
STAT1 act	92	102	106	97	102	90	111	100	113	97
NF-kB neuron act	0.88	·	0.93	0.99	1.5	0.67	0.88	1.1	1	0.93
Hsp70 activator	-0.3	-0.4	-0.4	-0.3	0.1	-0.3	0.1	-0.2	0.0	0.0
STAT1 inh	8	-3	-7	4	-2	12	-12	4	-12	3
APP 5'UTR act	8	-1	7	16	-5	-8	14	11	-12	4
STAT3 activator	101	105	103	105	102	·	87	104	106	97
TLR4-MyD88 BLA	-9	-8	-1	8	1	-9	-5	-4	-5	5
STAT3 blocker	4	4	-1	-6	3	·	19	-2	-3	10
Efa HMGR inh	0	·	-3	-12	-7	-3	-5	-4	-4	6
Redox H2O2 prof	1.5	1.8	-4.0	-1.2	-0.1	0.5	2.0	0.7	-0.5	0.7

31: CC1(C)CC(=O)C(C(C2=C(O)CC(C)(C)CC2=O)c2cccc(O)c2)C(=O)C1 (configuration not stated)
32: COc1ccc(C(C)=O)cc1CN1C(=O)NC2(CCCC2)C1=O
33: Cc1cccc(OCC(=O)NCc2ccncc2)c1C
34: COc1ccc(Cn2c(CCC(=O)NCc3ccco3)nc3cccnc32)cc1
35: CCN(CCNC(=O)C1CCN(c2nnc(-n3cccc3)s2)CC1)c1ccccc1
36: CC(=O)NCCOc1c(C)cc(S(N)(=O)=O)cc1C
37: O=C(NCC1CCCO1)c1ccc(COc2ccc(Cl)cc2)cc1 (configuration not stated)
38: O=c1c2cc(F)ccc2[nH]c(=S)n1CCCN1CCOCC1
39: COc1ccccc1Nc1c([N+](=O)[O-])cncc1[N+](=O)[O-]
40: Cc1ccc(/C=C2/NC(=O)N(Cc3ccc(Br)cc3)C2=O)o1
Screen / compound no.	31	32	33	34	35	36	37	38	39	40
STAT1 act	103	104	96	104	95	101	91	105	105	99
NF-kB neuron act	0.98	1.1	1	0.94	1.2	1.6	0.78	1	1.2	1.2
Hsp70 activator	-0.3	-0.4	-0.3	0.2	-0.4	-0.2	0.2	-0.3	-0.1	-0.1
STAT1 inh	-4	-2	4	-5	2	-1	10	-5	-7	1
APP 5'UTR act	20	-3	4	11	6	10	6	6	0	-10
STAT3 activator	105	101	96	100	103	97	90	100	104	103
TLR4-MyD88 BLA	-3	-16	6	8	-19	17	-16	0	11	-4
STAT3 blocker	4	4	10	4	-5	8	20	4	-1	1
Efa HMGR inh	0	-1	1	0	-1	-6	-2	-1	-1	-6
Redox H2O2 prof	3.0	-0.9	-0.2	-1.0	-0.6	-0.2	-0.7	-4.3	-0.3	-0.6

41: CCCCn1nnc(NC(=O)c2ccc(-c3cccc(Cl)c3)o2)n1
42: Cc1ccc(C)c(NC(=O)CSc2nnc(CCCCCNC(=O)OC(C)(C)C)o2)c1
43: S=c1[nH]ncc2ccccc12
44: CCCCOc1ccc(-c2cc(C(=O)NNC(=S)NCC)c3ccccc3n2)cc1
45: CC(C)OCCCNC(=O)C1CCC(=O)N1C1CCCC1 (configuration not stated)
46: CC(NC(=O)c1ccccc1N)c1ccccc1 (configuration not stated)
47: Cc1cc(N2CCN(c3ccccc3)CC2)n2nnnc2n1
48: CN1CCc2nc(SCC(=O)Nc3ccc(F)cc3)c(C#N)cc2C1
49: COC(=O)Cc1c(C)nc2nc(-c3ccccc3)[nH]n2c1=O
50: Cc1cc2ccccc2c(=O)n1CC(=O)NCC(=O)N1CCN(c2cccc(Cl)c2)CC1
Screen / compound no.	41	42	43	44	45	46	47	48	49	50
STAT1 act	102	101	105	45	105	110	85	100	103	94
NF-kB neuron act	1.4	0.84	0.99	4.1*	1.5	0.86	1.3	0.99	1.2	1
Hsp70 activator	-0.3	-0.2	0.1	-0.6	-0.4	0.2	-0.2	-0.4	-0.1	0.1
STAT1 inh	-3	-1	-6	59*	-6	-10	17	-1	-4	7
APP 5'UTR act	-2	-7	11	154*	-3	20	-1	17	-6	-4
STAT3 activator	93	101	96	28	99	100	92	92	99	101
TLR4-MyD88 BLA	-1	-2	2	9	5	-8	-6	8	-3	4
STAT3 blocker	12	0	9	87*	-2	10	15	14	5	4
Efa HMGR inh	-5	1	-2	-6	-3	-6	2	-1	-10	3
Redox H2O2 prof	3.6	-0.2	0.0	-0.9	0.0	-0.1	-0.5	3.3	0.0	-4.0

# Single records (already shown). Values in the order: STAT1 act | NF-kB neuron act | Hsp70 activator | STAT1 inh | APP 5'UTR act | STAT3 activator | TLR4-MyD88 BLA | STAT3 blocker | Efa HMGR inh | Redox H2O2 prof
# Cc1ccc(C)c(NC(=O)CSc2nnc(CCCCCNC(=O)OC(C)(C)C)o2)c1 across the screens: 101 | 0.84 | -0.2 | -1 | -7 | 101 | -2 | 0 | 1 | -0.2
# Cc1cc2ccccc2c(=O)n1CC(=O)NCC(=O)N1CCN(c2cccc(Cl)c2)CC1 across the screens: 94 | 1 | 0.1 | 7 | -4 | 101 | 4 | 4 | 3 | -4.0

# (further entries)
51: CCOC(=O)Cc1csc(NC(=O)COc2ccc(C)c(C)c2)n1
52: COc1ccc([N+](=O)[O-])cc1NC(=O)C(C)Sc1nc(C)c(C)c(C)n1 (configuration not stated)
53: NC(=O)COC(=O)CC12CC3CC(CC(C3)C1)C2
54: N#CC1(C#N)CC(C=O)=C(N)C1(C#N)CC(=O)c1ccc(F)cc1 (configuration not stated)
55: CC(C)(C)NC(=O)CN(C(=O)C1CSC(=O)C1)c1ccccc1F (configuration not stated)
56: CC(=O)Nc1ccc(OC(F)(F)C(F)C(F)(F)F)c(NC(C)=O)c1 (configuration not stated)
Screen / compound no.	51	52	53	54	55	56
STAT1 act	100	100	99	92	94	95
NF-kB neuron act	0.99	0.79	1.2	1.1	1.1	0.99
Hsp70 activator	-0.3	-0.2	-0.2	-0.2	-0.3	0.1
STAT1 inh	-1	-1	1	9	4	5
APP 5'UTR act	-31	16	-2	3	-2	-14
STAT3 activator	100	98	100	99	94	104
TLR4-MyD88 BLA	11	2	4	-2	-15	-1
STAT3 blocker	1	4	3	6	15	-2
Efa HMGR inh	-2	-1	2	0	0	-3
Redox H2O2 prof	0.4	-0.2	-2.1	-3.7	0.0	-0.3

# High-throughput results from PubChem BioAssay.
